Tat transport: E. coli Tat export inhibitors, primary screen, MC4100, TorA-mCherry reporter, fluorescence, single point; AID 488895, 2010; inhibition, % at 10 µM; hit rate 0.036% among 340,000;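 active = mean replicate inhibition at least 50% and at least half of replicates individually reaching 50%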;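 note: exported cargo escapes ClpAP degradation while cytoplasmic cargo is degraded and loses fluorescence; 0% = median of neutral control wells and 100% = median of NaSCN control wells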
phage Ecoli inh: growth loss of phage-infected E. coli, primary screen, RecBCD inhibitor project, absorbance, with phage, HTS; inhibition, % at 11.9 µM; hit rate 0.26% among 360,000; AID 651602, 2012; in the data active = inhibition above about 11%
DAGLB inhibitor: DAGLB lipase inhibitors, primary screen, biochemical, fluorescence, HTS. Diacylglycerol lipase-beta (Homo sapiens), Q8NCG7. HEK293T DAGLB membrane lysate, EnzChek fluorogenic substrate. inhibition, % at 5.17 µM. hit rate 0.059% among 340,000. AID 504411, 2011; in the data active = inhibition above about 34%;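 note: 0% = enzyme with vehicle and 100% = wells lacking enzyme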
CDK5 inh: inhibitors of human CDK5/p35 kinase, primary screen, biochemical, single concentration; Recombinant CDK5/p35, ADP-Glo luminescence, 60 min; hit rate 0.01% among 330,000; Cyclin-dependent kinase 5 (Homo sapiens) + Cyclin-dependent kinase 5 activator 1 (Homo …; inhibition, % at 10 µM;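 active = highest replicate inhibition of at least 50% and at least 75% of replicates reaching 50%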;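 note: plate controls were DMSO neutral control for no effect and GW8510 at 10 µM for full effect; many of its hits are not listed in these tables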
Target sequence (Q00535 whole entry, looked up): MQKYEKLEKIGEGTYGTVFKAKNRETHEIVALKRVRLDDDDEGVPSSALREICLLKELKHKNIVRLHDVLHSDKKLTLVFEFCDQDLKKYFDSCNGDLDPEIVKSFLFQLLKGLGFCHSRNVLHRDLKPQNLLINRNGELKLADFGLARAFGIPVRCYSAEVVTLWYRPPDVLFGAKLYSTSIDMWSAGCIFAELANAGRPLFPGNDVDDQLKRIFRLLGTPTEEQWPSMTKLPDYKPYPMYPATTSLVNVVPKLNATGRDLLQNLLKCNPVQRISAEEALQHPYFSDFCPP
Target sequence (Q15078 whole entry, looked up): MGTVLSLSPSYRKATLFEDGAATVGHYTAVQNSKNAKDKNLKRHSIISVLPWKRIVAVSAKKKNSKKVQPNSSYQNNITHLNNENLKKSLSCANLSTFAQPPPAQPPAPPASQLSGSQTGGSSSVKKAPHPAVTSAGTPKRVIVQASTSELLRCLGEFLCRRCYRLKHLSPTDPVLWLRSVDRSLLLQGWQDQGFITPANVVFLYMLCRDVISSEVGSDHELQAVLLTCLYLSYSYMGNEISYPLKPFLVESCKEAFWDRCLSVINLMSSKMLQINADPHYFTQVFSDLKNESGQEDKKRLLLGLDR
HTR5A inv ctr: HTR5A inverse agonists in luminescence cell assay, primary screen, counter-screen for OPRM1-OPRD1 heterodimer inverse agonist project, full-deck HTS; AID 504634, 2011; 5-hydroxytryptamine receptor 5A (Homo sapiens), P47898; inhibition, % at 9.3 µM; HTR5A cell line, inverse agonism; hit rate 0.083% among 340,000; in the data active = inhibition mostly above about 23%, no sharp cut-off; inactive = mostly below about 18%;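 note: 0% = cells with DMSO and 100% = no-cell wells with DMSO; some compounds called inactive have numbers as strong as hits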
PKA-R2B activ: activators of PKA-R2B holoenzyme, primary screen, biochemical, fluorescence polarization, Cy5-IP20, human | cAMP-dependent protein kinase catalytic subunit beta (Homo sapiens) + cAMP-dependent … | PKA-R2B holoenzyme dissociation; R2B truncated from residue 108, S112A mutant; 0% DMSO only, 100% 113 µM cGMP | activation, % at 11.4 µM | hit rate 0.079% among 340,000 | AID 504700, 2011;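 active = activation above a cutoff set at the mean over all compounds plus 3 SD, cut at about 18% in these data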;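 note: higher means more holoenzyme dissociation and a rise in polarization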
Target sequence (P31323 whole entry, looked up, other chains not shown, the tested form may be a part): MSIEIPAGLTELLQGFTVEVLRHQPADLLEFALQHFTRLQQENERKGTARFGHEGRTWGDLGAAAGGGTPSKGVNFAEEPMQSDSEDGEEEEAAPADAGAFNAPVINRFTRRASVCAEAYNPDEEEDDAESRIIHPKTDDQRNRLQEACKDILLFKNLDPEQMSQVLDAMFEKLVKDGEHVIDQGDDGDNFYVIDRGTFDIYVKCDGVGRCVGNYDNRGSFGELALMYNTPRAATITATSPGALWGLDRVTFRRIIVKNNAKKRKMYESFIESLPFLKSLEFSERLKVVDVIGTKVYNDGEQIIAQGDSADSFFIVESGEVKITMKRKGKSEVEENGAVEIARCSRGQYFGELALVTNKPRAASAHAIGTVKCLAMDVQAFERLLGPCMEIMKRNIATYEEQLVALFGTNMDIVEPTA
HTR5A ag: HTR5A agonists in luminescence cell assay, primary screen, counter-screen for OPRM1-OPRD1 heterodimer agonist project, full-deck HTS; hit rate 0.61% among 340,000; activation, % at 9.3 µM; cell-based; in the data active = activation mostly above about 9.5%, no sharp cut-off; inactive = mostly below about 7.6%;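 note: 0% = cells with vehicle only and 100% = reference agonist; strong numbers were not always called active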
E coli growth: E. coli V3065 growth inhibition, primary screen, counter-screen for AddAB inhibitor project, absorbance, OD600. 18 h. inhibition, % at 11.9 µM. hit rate 0.27% among 330,000. AID 449728, 2010;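 active = inhibition above the campaign's mean inhibition across all tested compounds plus 3 SD, cut at about 9.9% in these data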;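 note: uninfected addAB+ strain grown without phage in ampicillin broth; 0% = DMSO wells and 100% = ciprofloxacin 0.95 µg/ml wells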
SUMO Mot1 rescue: yeast Mot1-301 growth rescue at high temperature, primary screen, SUMOylation pathway inhibitor project, S. cerevisiae, ATP luminescence, 38.5C; S. cerevisiae Mot1-301 growth rescue; percent above DMSO median, 100 means doubled; growth rescue, % at 18.8 µM; hit rate 1% among 320,000;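 active = every valid replicate shows activation above 250% relative to neutral control wells; inactive = the rest, any valid replicate at or below 250%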;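 note: OY570 slx delta 5 strain wells were the positive control but not used for scaling; some compounds called inactive have numbers as strong as hits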
AddAB inh: growth inhibition of E. coli expressing H. pylori AddAB, primary screen, AddAB inhibitor project, absorbance; inhibition, % at 11.9 µM; hit rate 0.29% among 330,000; AID 435030, 2010; in the data active = inhibition above about 12%;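 note: 0% = vehicle wells of infected cells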
PKA-R1A activ: activators of PKA-R1A holoenzyme, primary screen, biochemical, fluorescence polarization, Cy5-IP20, bovine R1A, mouse PKAc; cAMP-dependent protein kinase type I-alpha regulatory subunit (Bos taurus) + …; PKA-R1A dissociation; scaled: DMSO 0%, 113 µM cGMP 100%; activation, % at 11.4 µM; hit rate 0.083% among 340,000; AID 504707, 2011;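 active = percent activation above the mean of all tested compounds plus 3 SD, cut at about 19% in these data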;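 note: higher means more PKAc released from R1A so a rise in polarization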
Starred values were filed as active, the others as inactive; i = inactive; nt = not tested or not shown.

SMILES	Tat transport	phage Ecoli inh	DAGLB inhibitor	CDK5 inh	HTR5A inv ctr	PKA-R2B activ	HTR5A ag	E coli growth	SUMO Mot1 rescue	AddAB inh	PKA-R1A activ
CCOC(=O)C1=CN(Cc2cccc(F)c2)S(=O)(=O)NC1c1cccc(OC)c1 (stereo not drawn)	12	3.1	-6	6.8	-3	1	1	3.4	nt	1.7	5
CCOc1ccc(S(=O)(=O)Nc2cccc(OC)c2)cc1	-1	-0.4	-1	1.1	-9	-1	3	0.1	-2	0.6	-8
O=C(Nc1ccc(S(=O)(=O)NCc2ccccc2)cc1)C1CCCCC1	-12	1.3	0	1.3	-8	1	0	1.7	-7	-1.8	2
CCOC(=O)N1CCC(=NNC(=O)COc2ccc(C#N)cc2)CC1	-8	2.0	0	-0.2	5	-7	-2	-2.0	-2	1.8	-5
CC(C)NCC(=O)Nc1c2c(nc3ccccc13)CCC2	8	-5.1	-1	3.1	-35	-5	2	0.1	-16	-0.5	-4
C=CCC[C@@H](Cc1ccc(F)cc1)C(=O)OC[C@@H](Cc1c[nH]c2ccccc12)NC(=O)[C@H](CC=C)CC(=O)N(CCO)Cc1ccccc1	11	1.6	-1	-0.4	20	-12	6	0.2	-12	1.1	-10
COc1ccc(OC)c(C(O)c2coc3ccc(O)c(CN4CCOCC4)c23)c1 (stereo not drawn)	5	nt	-1	-2.0	22	5	0	2.1	-8	-1.8	3
O=C(Nc1ccccc1N1CCOCC1)C1CCCO1 (stereo not drawn)	4	-0.1	-3	-0.7	16	-3	-6	-0.3	-8	0.0	-7
CN(C(=O)c1cccc(NC(=O)Cc2ccc(NC(=O)C3CCCN(C(=O)C4CC4)C3)cc2)c1)C1CCCC1 (stereo not drawn)	-7	2.0	-4	-3.0	-3	9	1	nt	nt	nt	-1
Cc1ccc(NCc2nnc(SCC(=O)NNC(=O)Cc3ccccc3)n2C)cc1	3	2.9	0	-4.1	15	-7	5	-1.3	-1	0.5	-1
Cc1nnc(NC(=O)CSc2nnc(CNC(=O)C34CC5CC(CC(C5)C3)C4)n2C2CCCCC2)s1	-2	1.8	2	0.3	2	-3	1	-1.8	-5	-0.9	5
COc1ccccc1CNC(=O)CNCCc1ccc(OC)c(OC)c1	-9	0.2	-1	1.3	-14	-11	5	1.3	77	1.0	3
CCC(CC)C(=O)Nc1cc(OC)c(OC)cc1C(=O)O	-3	-1.1	1	1.6	-10	-9	-3	-0.8	8	-5.0	9
Cc1ccc2c(c1)C1CN(C)CCC1N2S(=O)(=O)c1cccc(F)c1 (stereo not drawn)	-2	-2.1	-1	1.3	nt	6	nt	0.2	-12	1.1	-4
CC1Cc2cc(S(=O)(=O)N3CCCCC3)ccc2N1C(=O)C1CCC1 (stereo not drawn)	1	0.8	-1	-1.6	-4	2	2	1.1	252	1.7	1

Next section, overlapping the part above by two compounds.
SMILES	Tat transport	phage Ecoli inh	DAGLB inhibitor	CDK5 inh	HTR5A inv ctr	PKA-R2B activ	HTR5A ag	E coli growth	SUMO Mot1 rescue	AddAB inh	PKA-R1A activ
Cc1ccc2c(c1)C1CN(C)CCC1N2S(=O)(=O)c1cccc(F)c1 (stereo not drawn)	-2	-2.1	-1	1.3	nt	6	nt	0.2	-12	1.1	-4
CC1Cc2cc(S(=O)(=O)N3CCCCC3)ccc2N1C(=O)C1CCC1 (stereo not drawn)	1	0.8	-1	-1.6	-4	2	2	1.1	252	1.7	1
Cc1c(C#N)c(NC(=O)CCl)n(Cc2cccs2)c1C	7	1.6	2	0.1	1	-3	0	-1.5	578	2.4	13
CC1(C)Cc2c(c(N3CCCC3)nc3sc(C(=O)Nc4ccccc4)c(N)c23)CO1	7	4.3	2	nt	24	-4	-1	1.9	0	1.2	4
O=C(COC(=O)CCc1nc2ccccc2c(=O)[nH]1)Nc1c(Cl)cccc1C(F)(F)F	-13	4.1	0	0.2	4	-14	-1	0.1	31	-0.2	-5
CC1(c2ccccc2)NC(=O)N(CC(=O)Nc2ccc(C(N)=O)cc2)C1=O (stereo not drawn)	4	-2.4	1	2.9	-16	-4	6	-2.5	12	-1.1	7
O=C(OCn1nnc2ccccc2c1=O)c1ccc(N2CCOCC2)c([N+](=O)[O-])c1	-1	1.6	4	0.2	-18	0	2	0.7	-27	4.5	-6
CN(CC(=O)Nc1ccc(F)c(F)c1F)C(=O)c1cc(-c2ccncc2)nc2ccccc12	-4	1.5	2	0.9	17	4	-3	-1.1	170	0.0	1
CCOc1ccc(C(C)=O)cc1CSc1nc2nc(C)cc(C)n2n1	-5	3.0	0	-0.3	6	2	-2	-0.9	2	2.2	-3
Cc1sc2nc(CSc3cccc(C(F)(F)F)c3)[nH]c(=O)c2c1C	-4	2.8	-3	0.5	-43	2	1	0.3	-16	-7.5	-5
O=C(O)CC1S/C(=N/N=C/c2ccc(Br)cc2)N(c2ccccc2)C1=O (stereo not drawn)	-9	4.1	1	0.7	6	2	-2	nt	nt	nt	6
Cc1cccc(OCc2nc(-c3nonc3N)no2)c1C	-4	3.0	-3	-2.9	7	3	-3	-0.7	12	1.4	-5
CCOc1ccc(OCCOC(=O)CN2C(=O)NC3(CCCC3)C2=O)cc1	0	2.4	3	0.5	-1	-7	0	-2.3	nt	0.4	-4
CCCCCCCCN1[C@@H](CC(=O)OCC)c2cc(C(F)(F)F)ccc2S1(=O)=O	18	0.0	-27	0.8	-13	2	2	-1.6	24	-1.1	-5
CC(OC(=O)C1=Cc2ccccc2OC1)C(=O)NC(C)(C)C (stereo not drawn)	2	2.3	-1	2.1	-16	-6	0	0.0	16	-2.1	0
COc1ccc(NC(=O)CN2CCC(C)CC2)c([N+](=O)[O-])c1	-1	2.2	-5	-1.0	-18	-7	7	-2.1	19	3.2	4
NC(=NCCc1ccc(Cl)cc1)NS(=O)(=O)c1ccccc1	-5	1.2	-1	-0.7	18	-1	4	2.2	1	1.9	-7
COc1cccc(CNc2nc3ccccc3n2CCN2CCCCC2)c1OC	12	1.8	-1	0.5	nt	-12	nt	1.9	-11	2.1	14
CN(C)c1ccc(C(=S)N2CCN(Cc3ccccc3)CC2)cc1	0	0.8	-2	3.1	-13	-8	5	-2.7	35	-1.0	1
CCc1ccc(CN(C)C(=O)CC2C(=O)NCCN2Cc2ccoc2)cc1 (stereo not drawn)	-2	2.6	-1	0.4	24	-13	-2	1.3	4	0.4	-11
NC(=O)c1ccccc1OCC(=O)Nc1cccnc1Cl	1	0.9	-2	0.7	0	-8	0	-0.2	117	2.8	-2
CC(=O)N1c2ccccc2CCc2ccc(N)cc21	8	-0.8	0	-0.9	9	-1	-2	-0.9	-3	2.1	-7
COc1ccc(NC(=O)Nc2ccccc2C(N)=O)cc1OC	-6	4.6	-2	1.2	6	6	-1	1.4	12	1.8	-13
O=C(Nc1ccc2snnc2c1)N1CCN(c2ccccc2)CC1	4	4.7	2	-1.5	1	0	-1	0.4	-29	2.5	-2
O=C(Nc1ccccc1)/C(=C/c1cccnc1)NC(=O)c1ccco1	0	0.2	0	2.6	-14	0	-1	2.6	2	-1.2	-1
c1ccc2ncccc2c1	-1	nt	-4	-2.0	12	-3	-4	1.3	nt	1.4	-7
O=C1CCCN2N=C(SCC(=O)Nc3ccc([N+](=O)[O-])cc3)SC2=N1	5	1.2	3	-1.5	-7	-6	3	-0.1	15	0.9	-4
O=C(NCCc1ccc2c(c1)OCCO2)c1cc2ccccc2o1	4	0.9	-1	-2.3	-11	5	3	-0.2	5	1.1	-13
CCNC(=S)NNC(=O)c1ccc2ncccc2c1	1	1.3	0	-0.5	-1	5	0	-2.0	-10	0.1	-4
COc1ccc(-n2c(/C=C(\C)O)nc(=O)c3c(C)cc(C)nc32)cc1	-2	3.7	5	-0.9	7	3	2	-1.2	-22	-1.9	-2
O=C(NCc1cccnc1)c1nn2cccnc2c1Cl	-3	1.2	-2	-2.1	-7	-5	-2	2.3	234	1.1	8
COc1ccc(C2=NN(C(=O)COC(=O)c3ccc(NC(=O)CC#N)cc3)C(c3ccco3)C2)cc1 (stereo not drawn)	1	-0.3	-6	0.7	-16	2	6	-0.2	-18	-1.0	0
Cc1ccccc1CN1CCC(Oc2ccc(C(=O)NCc3ccccn3)cc2)CC1	-4	2.9	-1	-1.3	-15	-6	4	0.6	-10	2.1	-6
NC(=O)C1CCN(c2cc(Cl)nc(N)n2)CC1	2	4.7	2	-10	-3	-13	1	-2.2	-11	0.2	-13
COc1ccc(-c2[nH]n(-c3ccc([N+](=O)[O-])cc3)c(=O)c2C=NCc2ccccc2)cc1	-4	5.2	3	-0.3	8	-12	-3	-0.1	9	-4.9	3
Cc1ccccc1Nc1nc2nonc2nc1N1CCOCC1	1	3.5	0	0.5	10	8	-1	0.0	1	1.8	5
Cc1nc2ccccc2nc1N1CCOCC1	-9	2.8	-4	0.5	-2	-5	-9	1.0	-2	4.5	-15
Cc1c(Br)c([N+](=O)[O-])nn1CC(=O)Nc1c(C)n(C)n(-c2ccccc2)c1=O	-6	2.4	0	-1.7	3	-1	6	2.9	i	2.0	-7
CCOC(=O)NC(=O)CSc1ccc(S(=O)(=O)N(C)C2CCCCC2)cn1	17	0.7	3	-9.8	-22	-4	6	-1.4	15	-0.1	-3
CN(CC1COc2ccccc2O1)C(=O)Cn1cc(C(F)(F)F)ccc1=O (stereo not drawn)	5	0.5	-2	-0.1	10	8	-4	1.9	1	0.3	-3
O=C(CN1CCN(c2ccccc2)CC1)NC(=O)NCc1ccco1	1	2.1	0	2.0	-7	3	-1	1.7	429	0.9	2
CCCNC(=O)c1oc2ccc3c(c2c1C)C(O)CC(C)(C)O3 (stereo not drawn)	1	2.9	2	0.0	16	2	-4	nt	-12	nt	5
O=c1c2c(c(-c3ccccc3)nn1Cc1ccccc1)CCCC2	0	-0.9	-7	-0.2	3	0	-1	-0.7	-1	2.0	1
O=C(Nc1nc2ccc(F)cc2s1)c1cccs1	-2	2.9	-2	1.5	-4	-5	1	-0.6	3	-0.8	-4
CCCn1nnc(NCc2ccc(OCc3cccs3)c(OC)c2)n1	-9	3.6	3	-1.1	-12	3	4	-0.4	-8	4.2	0
Cc1ccc(-c2csc(N/N=C/C=C/c3ccccc3)n2)cc1	-10	1.4	1	0.9	8	6	3	-1.9	6	1.8	14
COc1ccc(-n2nnnc2CNC(=O)C(=O)c2c(C)[nH]c3ccccc23)cc1	-7	1.5	1	-0.9	7	-1	-3	-1.1	367	-1.4	-15
